# RXFP1 antag = qHTS Assay for Antagonists of the Relaxin Receptor RXFP1; AID 1259400, 2018; activity change, negative = inhibition, % at 57.5 µM; actives 0.59% (n = 350,000); HEK293-RXFP1, relaxin-stimulated cAMP HTRF, 30 min; stronger effect = lower value;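 active = activity change of -60% or lower, but not beyond a set lower limit; inconclusive = change between -60% and -40%, or beyond the set limit; inactive = change above -40%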; note: % is set by controls: 0 for no effect and ±100 for the full control effect
# D2 potentiator = HTS Assay for Positive Allosteric Modulators of the Human D2 Dopamine Receptor: Primary Screen for Potentiators | potentiation, % at 10 µM | D(2) dopamine receptor (Homo sapiens), P14416 | HEK293 T-REx D2, calcium flux, EC20 dopamine potentiation | actives 0.34% (n = 340,000) | AID 485347, 2010;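 active = potentiation over 3 SD above the plate norm, cut at about 30% in these data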; note: 0% is about no effect
# Target sequence (P14416 whole entry, looked up): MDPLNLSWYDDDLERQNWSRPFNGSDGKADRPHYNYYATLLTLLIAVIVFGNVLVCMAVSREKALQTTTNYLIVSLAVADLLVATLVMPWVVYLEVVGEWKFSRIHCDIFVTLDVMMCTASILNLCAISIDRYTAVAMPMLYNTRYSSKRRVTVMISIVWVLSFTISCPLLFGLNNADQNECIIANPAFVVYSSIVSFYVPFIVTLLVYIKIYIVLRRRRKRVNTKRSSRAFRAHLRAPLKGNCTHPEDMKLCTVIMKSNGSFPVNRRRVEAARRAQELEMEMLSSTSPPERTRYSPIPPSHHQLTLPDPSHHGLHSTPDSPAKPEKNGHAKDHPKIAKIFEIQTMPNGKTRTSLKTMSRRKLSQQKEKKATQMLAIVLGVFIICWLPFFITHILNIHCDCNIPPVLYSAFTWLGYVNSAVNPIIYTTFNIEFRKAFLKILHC
#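 Potentiation of an EC20 dopamine calcium response is measured in a force-coupled, tetracycline-inducible Hek293 Trex D2 line. Compound-only kinetic reads over 180 s flag agonists before dopamine addition.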
# D1 antag = Antagonist of Human D 1 Dopamine Receptor: qHTS; AID 504652, 2011; activity change, negative = inhibition, % at 10 µM; D(1A) dopamine receptor (Homo sapiens), P21728; HEK293 TREx D1 cells, calcium flux, dopamine EC80; stronger effect = lower value; actives 3.2% (n = 360,000); in the data active = activity change below about -30%; note: % is set by controls: 0 for no effect and ±100 for the full control effect
#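 Calcium flux readout: force-coupled, inducible Hek293 Trex D1 line, cells induced overnight at 30 C with tetracycline, dye-loaded 30–90 min at RT. Antagonism scored against EC80 dopamine challenge given 180 s after compound.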
# D1 agonist = Allosteric Agonists of the Human D1 Dopamine Receptor: qHTS | HEK293 T-REx D1 cells, calcium flux, agonist mode | activation, % at 2 µM | AID 504660, 2011 | actives 1% (n = 360,000); note: 0% is about no effect
#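 Inducible HEK293 T-REx D1 cells, force-coupled to calcium signalling, were plated at 4000 cells/well with tetracycline and held overnight at 30 C. After no-wash calcium dye loading, compound-evoked calcium rise over 180 s flagged agonists.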
# D1 potentiator = Potentiators of Human D1 Dopamine Receptor: qHTS | HEK293 TREx D1 cells, calcium flux, dopamine EC20 potentiation | potentiation, % at 10 µM | AID 504651, 2011 | D(1A) dopamine receptor (Homo sapiens), P21728 | actives 0.036% (n = 360,000); in the data active = potentiation above about 30%; note: 0% is about no effect
# TRHR ag = qHTS for Small Molecule Agonists and Allosteric Enhancers of Human TRH Receptor: Primary Screen for Agonists; Thyrotropin-releasing hormone receptor (Homo sapiens), P34981; TRHR cells, calcium flux fluo-8, FDSS agonist mode; activation, % at 2 µM; actives 0.18% (n = 360,000); note: 0% is about no effect
# Target sequence (P34981 whole entry, looked up): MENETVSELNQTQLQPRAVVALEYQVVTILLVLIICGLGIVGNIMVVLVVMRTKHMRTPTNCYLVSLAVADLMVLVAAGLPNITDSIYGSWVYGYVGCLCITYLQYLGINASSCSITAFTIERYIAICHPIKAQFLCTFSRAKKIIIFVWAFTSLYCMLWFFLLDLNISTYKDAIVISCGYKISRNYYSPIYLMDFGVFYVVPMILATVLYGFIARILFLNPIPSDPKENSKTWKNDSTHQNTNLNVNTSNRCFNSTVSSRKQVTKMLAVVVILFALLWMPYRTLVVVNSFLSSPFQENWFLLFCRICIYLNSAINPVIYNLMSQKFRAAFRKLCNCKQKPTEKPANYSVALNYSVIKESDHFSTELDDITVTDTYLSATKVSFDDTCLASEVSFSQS
#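 Read-out: compound-evoked intracellular calcium rise in TRHR cells, fluo-8 dye, kinetic FDSS fluorescence at 1 s/cycle following a 10-cycle baseline. Cells cultured overnight before dye loading (30 min–1.5 h, RT).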
# TRHR PAM = qHTS for Small Molecule Agonists and Allosteric Enhancers of Human TRH Receptor: Primary Screen for Enhancers | TRHR cells, fluo-8 calcium fluorescence, EC20 TRH enhancement | enhancement, % at 2 µM | AID 493056, 2011 | actives 0.66% (n = 360,000); in the data active = enhancement above about 30%; note: 0% is about no effect
#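 TRHR-expressing cells loaded with fluo-8 calcium dye were read kinetically (ex 480/em 530) during compound addition, then stimulated with an EC20 of TRH (10 nM final). Enhancement of the Gq-mediated intracellular calcium response was scored.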
# D2 antagonist = HTS Assay for Allosteric Antagonists of the Human D2 Dopamine Receptor: Primary Screen for Antagonists; D(2) dopamine receptor (Homo sapiens), P14416; HEK293 TREx D2 cells, calcium flux, dopamine EC80; inhibition, % at 10 µM; actives 2% (n = 340,000); AID 485344, 2010; in the data active = inhibition above about 30%; note: 0% is about no effect
#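 HEK293 T-REx D2 cells, tet-induced, calcium dye no-wash. Cpd pintool add, 180 s kinetic, then EC80 DA, 180 s kinetic. Ca flux read.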
# D2 agonist = HTS Assay for Allosteric Agonists of the Human D2 Dopamine Receptor: Primary Screen for Agonists | activation, % at 2 µM | HEK293 T-REx D2 cells, calcium flux agonist mode | actives 0.53% (n = 340,000);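 active = activation over 3 SD above normal in the single-dose calcium agonist read, cut at about 30% in these data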; note: 0% is about no effect
#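 Tetracycline-induced HEK293 Trex cells with D2 receptor force-coupled to calcium signaling, plated overnight at 30 C and loaded with no-wash calcium dye. Calcium flux read kinetically for 180 s after compound addition; responses flag agonists.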
# The depositor's hits bear a star; ? = inconclusive; . = no result given; & = joins results of further samples. Cut-off read from the data, not from the text of the source, unless noted: active = activation above about 30%; inactive = the rest.
SMILES,RXFP1 antag,D2 potentiator,D1 antag,D1 agonist,D1 potentiator,TRHR ag,TRHR PAM,D2 antagonist,D2 agonist
COC(=O)/C=c1/sc2n(c1=O)CCN=2,-7,7,-11,1,-3,0.2,1,9,0.6
COc1cccc(-c2c(NC(=O)c3ccco3)oc3ccccc3c2=O)c1,.,-4,-4,0,1,0.2,-4,-9,0.1
O=C(C1CCCN(C2CC(=O)N(c3ccc(Cl)cc3)C2=O)C1)N1CCCC1 (stereo not drawn),-1,0,-15,-1,2,-0.4,-5,1,0.6
CCOc1ccc(NS(=O)(=O)c2ccc(NC(=O)[C@@H]3CCCC[C@@H]3C(=O)O)cc2)cc1,18,4,32,2,-5,0.7,4,6,0.1
CCCCCC(=O)N1CCN(CCN=CC2=C(O)CC(c3cccs3)CC2=O)CC1 (stereo not drawn),-17&1,-1,10,3,5,0.7,16,6,-1.0
CCN(CC)C(=O)CC(c1cc(OC)c(OC)c(OC)c1)c1c(O)cc(OC)cc1OC (stereo not drawn),.,-1,3,0,-8,-0.3,-5,2,0.4
N#CN1CCC(NS(=O)(=O)c2ccc(F)cc2)C1 (stereo not drawn),.,.,-6,0,2,1.3,0,.,.
Cc1occc1-c1n[nH]c(=S)n1C,-5,-4,0,4,-7,0.4,-2,-6,3.1
COC(=O)C(Cc1ccccc1)NC(=O)CCC(=O)NC(C)CCc1ccccc1 (stereo not drawn),7,-6,0,1,-3,0.2,-2,0,0.3
OC1CCCN(CC(O)c2ccccc2)C1 (stereo not drawn),-3,.,0,2,-1,1.0,0,-1,0.6
NC(=O)/C(=C\c1ccncc1)c1cccc2ccccc12,4,-7,-14,2,-3,-1.7,-12,-14,1.2
COC(=O)c1c(NC(=O)CN2CCN(c3ncccn3)CC2)sc(C(N)=O)c1C,2,-3,8,2,6,0.0,0,10,1.0
O=C1NC(c2ccco2)Nc2sc3c(c21)CCN(Cc1ccccc1)C3 (stereo not drawn),-2,9,2,0,-5,0.1,5,0,0.4
OC1(c2ccc(Cl)cc2)CN(c2ccccc2)C2=[N+]1CCS2 (stereo not drawn),-26,-2,-18,3,3,0.8,1,14,-0.1
Cc1ccc(C(=O)NCCC(=O)N2CCOCC2)cc1,-1,6,-37*,1,-5,0.5,1,9,-1.7
CCOC(=O)C(C)Oc1ncnc2cccc(F)c12 (stereo not drawn),-6,-7,-13,1,0,0.6,17,17,-1.5
CCN1CCN(c2nc(N)c([N+](=O)[O-])c(Nc3cccc(C)c3)n2)CC1,.,-11,1,5,-5,0.0,6,-10,0.9
CCCSc1nnc(NC(=O)Nc2ccc(C)cc2)s1,-14,-1,-15,3,-2,1.1,-5,9,1.5
COc1ccc(C(=O)Nn2c(SCc3ccc([N+](=O)[O-])cc3)nc3ccccc3c2=O)cc1,-31,-7,-3,3,3,0.0,6,-1,-0.6
Cc1c(Cl)cccc1NC(=S)NC1CCCC1,3,19,-11,0,-4,-0.1,-3,5,-4.5
CCCCN(CC)CCNC(=O)c1cn(CCOC)c(=O)c2c1c1ccccc1n2C,-6&-8,-7&-15,6&-9,0&-1,-9&1,0.7&1.1,0&0,-17,4.6&2.8
CC(C)(C)C(=O)NC(=S)NNC(=O)c1sc2ccccc2c1Cl,?,9,46,446*,56*,-2.1,4,57*,146*
O=C(c1cc(=O)[nH]c2ccccc12)N(Cc1nnc(-c2ccccc2Cl)o1)C1CC1,-5,-5,6,2,-2,0.0,1,-23,-0.6
O=C(NCCCO)c1nc2ccccc2s1,-13,3,9,3,2,-0.6,28,-1,0.0
CC(=O)N1CCN(c2ccccc2NC(=O)c2ccc(-c3cccc([N+](=O)[O-])c3)o2)CC1,-14,14,.,0,9,-1.7,2,13,-0.7

# Structural class, the compounds so far with a Cl atom
SMILES,RXFP1 antag,D2 potentiator,D1 antag,D1 agonist,D1 potentiator,TRHR ag,TRHR PAM,D2 antagonist,D2 agonist
O=C(C1CCCN(C2CC(=O)N(c3ccc(Cl)cc3)C2=O)C1)N1CCCC1 (stereo not drawn),-1,0,-15,-1,2,-0.4,-5,1,0.6
OC1(c2ccc(Cl)cc2)CN(c2ccccc2)C2=[N+]1CCS2 (stereo not drawn),-26,-2,-18,3,3,0.8,1,14,-0.1
Cc1c(Cl)cccc1NC(=S)NC1CCCC1,3,19,-11,0,-4,-0.1,-3,5,-4.5
CC(C)(C)C(=O)NC(=S)NNC(=O)c1sc2ccccc2c1Cl,?,9,46,446*,56*,-2.1,4,57*,146*
O=C(c1cc(=O)[nH]c2ccccc12)N(Cc1nnc(-c2ccccc2Cl)o1)C1CC1,-5,-5,6,2,-2,0.0,1,-23,-0.6

# Grouped by structure: those above containing an NH in an aromatic ring (two)
SMILES,RXFP1 antag,D2 potentiator,D1 antag,D1 agonist,D1 potentiator,TRHR ag,TRHR PAM,D2 antagonist,D2 agonist
Cc1occc1-c1n[nH]c(=S)n1C,-5,-4,0,4,-7,0.4,-2,-6,3.1
O=C(c1cc(=O)[nH]c2ccccc12)N(Cc1nnc(-c2ccccc2Cl)o1)C1CC1,-5,-5,6,2,-2,0.0,1,-23,-0.6

# (next part)
SMILES,RXFP1 antag,D2 potentiator,D1 antag,D1 agonist,D1 potentiator,TRHR ag,TRHR PAM,D2 antagonist,D2 agonist
COC(=O)c1ccc(CNC(=O)CNc2cc(C(F)(F)F)ccc2N2CCOCC2)cc1,-8,4,-21,1,-7,-0.7,5,6,0.9
Cc1ccc(Sc2ncccc2/C=N/O)cc1,9,.,-12,1,-2,0.4,2,.,.
CC1=C(C(=O)Nc2cccnc2)C(c2ccc(F)cc2)n2nc(SCc3ccccc3F)nc2N1 (stereo not drawn),.,9,7,0,2,0.2,-1,.,.
COC(=O)c1ccc(CSc2nc3sc4c(c3c(=O)n2C)CCCC4)o1,7,6,9,2,-5,0.1,6,-13,0.0
Cn1c(-c2cccc(Br)c2)cnc1NCc1cccnc1,0,4,-9,2,-10,-1.2,6,-22,1.1
Cc1ccc(S(=O)(=O)NNC(=O)C(=O)NNS(=O)(=O)c2ccc(C)cc2)cc1,-5,-2,19,-2,-2,-1.4,2,-17,-0.1
O=C(Nc1ccccc1N1CCCC1)c1cc(S(=O)(=O)N2CCOCC2)ccc1Cl,-11,.,-22,1,-6,1.4,-2,.,.
COC(=O)c1ccc(CN2C(=O)NC3(CCCc4ccccc43)C2=O)o1 (stereo not drawn),-1,-8,40,5,-3,-0.3,1,-11,0.8
c1coc(-c2ccnc3nc(-n4cccc4)nn23)c1,3,0,24,-2,0,-0.9,0,3,0.2
COc1ccccc1N/C(N)=N/c1nc(CSc2ccc(C)cc2)cc(=O)[nH]1,9,7,-25,4,-4,-0.2,4,18,0.3
O=C(O)c1ccccc1S(=O)(=O)CC(=O)N1CCCCC1,4,-2,4,5,2,0.3,2,-4,0.4
CN(C)S(=O)(=O)c1ccc(N2CCCC2)c(C(=O)NNC(=O)COc2ccc(Cl)cc2)c1,-17,-2,-18,1,-6,0.1,-3,-5,-0.7
CC(C)C(=O)Nc1ccc([N+](=O)[O-])c(C(F)(F)F)c1,-25,-8,-18,24,-5,0.8,0,7,5.8
O=C(O)CN1C(=O)SC(Nc2ccc(Cl)cc2)C1=O (stereo not drawn),3,17,1,2,-3,-0.6,-5,-3,-1.2
COc1ccc(NC(=O)c2cc3ccccc3cc2O)cc1,-5,-15,-6,7,-2,1.1,-2,-5,0.5
Cc1ccc(N)cc1O,?,-6,.,2,-4,0.3,-11,-14,1.0
O=C(O)c1ccc(N=C2NC(=O)C(CO)(CO)S2)cc1,-3,2,0,3,1,0.7,-8,2,0.1
COc1ccc(-c2nc(SCC(=O)NC3CCCC3)c(-c3ccc(OC)cc3)[nH]2)cc1,-33,-3&-7,-2&-7,1&-2,-1&-7,-1.0&2.1,1&-4,-8,0.2&-1.5
CC(=O)OC1=C(C(C)=O)N(Cc2ccccc2)S(=O)(=O)c2ccccc21,-4,-8,-6,0,1,0.1,5,.,2.5
O=C1C(Cl)=C(N2CCCCC2)C(=O)C(Cl)=C1c1cnc(N2CCCCC2)s1,-18,6,1,1,6,0.5,-3,-5,1.9
CSc1nc(N2CCOCC2)c2c(c1C#N)CCCCC2,7,10,18,2,5,-1.0,-2,-4,-0.5
Cc1nnc(SCC(=O)Nc2ccc(Br)cc2)[nH]c1=O,.,5,5,4,0,-1.5,2,.,-1.1
Cc1ccc(C)n1-c1cc(S(=O)(=O)N2CCOCC2)ccc1N1CCCC1,-13,-2,3,1,1,-0.5,6,-11,1.0
CCC(=O)N1N=C(c2ccc(NS(C)(=O)=O)cc2)CC1c1ccc(C)cc1 (stereo not drawn),-2,4,-2,-2,1,-1.3,-3,4,-0.5
Cc1sc2nc(C)n(/N=C/c3ccc(O)cc3)c(=O)c2c1C,-1,2,5,0,-2,0.5,3,-12,0.1
COc1cc(C2C(C#N)=C(N)OC3=C2C(=O)CCC3)c([N+](=O)[O-])cc1OC (stereo not drawn),3,-4,-1,10,-1,14,-3,20,0.8
Cc1ccc(NC(=O)c2cccnc2)cc1S(=O)(=O)N(C)C,-1,0,-15,4,8,2.1,5,-12,-0.8
O=C1CCCC(O)=C1C=Nc1ccc2c(c1)oc1ccccc12,-4,3,-11,2,-2,-0.2,3,-2,0.5

# Screening results deposited in PubChem BioAssay by National Center for Advancing Translational Sciences (NCATS).
